TMEM16A inh: TMEM16A chloride channel inhibitors, primary screen, cell-based, HTS; HEK293 TMEM16A/YFP iodide influx fluorescence, ionomycin; normalized B-score (activity score, 25-100; higher = stronger inhibition) at 10 µM; hit rate 1.2% among 310,000; AID 588511, 2011;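 active means ratio plate-corrected score three or more library SD toward inhibition, starting fluorescence score within five deviations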;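 further: score derived from kinetic fluorescence span divided by baseline fluorescence per well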
Target sequence (Q8BHY3 whole entry, looked up): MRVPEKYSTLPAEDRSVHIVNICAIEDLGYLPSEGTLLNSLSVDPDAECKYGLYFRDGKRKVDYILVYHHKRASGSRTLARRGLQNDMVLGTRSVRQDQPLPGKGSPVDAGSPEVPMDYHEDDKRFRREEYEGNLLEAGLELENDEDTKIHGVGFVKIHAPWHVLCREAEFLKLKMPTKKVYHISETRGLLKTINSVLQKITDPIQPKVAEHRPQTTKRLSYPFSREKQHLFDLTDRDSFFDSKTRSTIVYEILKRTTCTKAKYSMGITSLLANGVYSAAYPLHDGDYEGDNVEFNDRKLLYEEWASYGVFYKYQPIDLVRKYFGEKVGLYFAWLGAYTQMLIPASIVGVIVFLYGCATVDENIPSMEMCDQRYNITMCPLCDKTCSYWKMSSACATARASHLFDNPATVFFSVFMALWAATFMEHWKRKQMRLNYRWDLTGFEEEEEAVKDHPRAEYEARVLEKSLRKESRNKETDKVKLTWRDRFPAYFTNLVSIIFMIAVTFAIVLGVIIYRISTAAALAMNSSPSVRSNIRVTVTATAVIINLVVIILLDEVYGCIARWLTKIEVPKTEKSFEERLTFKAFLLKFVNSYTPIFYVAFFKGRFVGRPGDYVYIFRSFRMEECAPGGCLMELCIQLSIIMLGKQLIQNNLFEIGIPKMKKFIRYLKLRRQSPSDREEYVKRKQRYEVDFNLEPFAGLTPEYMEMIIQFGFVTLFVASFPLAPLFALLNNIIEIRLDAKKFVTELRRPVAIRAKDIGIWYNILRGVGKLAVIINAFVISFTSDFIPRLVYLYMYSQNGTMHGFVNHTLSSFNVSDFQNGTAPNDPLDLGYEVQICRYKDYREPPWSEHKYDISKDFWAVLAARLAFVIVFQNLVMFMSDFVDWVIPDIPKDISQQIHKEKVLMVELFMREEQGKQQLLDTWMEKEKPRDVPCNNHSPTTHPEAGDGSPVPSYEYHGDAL
TRPC4 potent: positive allosteric modulators of TRPC4, primary screen, cell-based, mouse TRPC4beta, HEK293 mu-opioid, Fluo-4 calcium | hit rate 0.42% among 310,000 | B-score at 10 µM | AID 2227, 2009 | DAMGO EC20, Fluo-4 Ca2+ flux; hits give high values | Short transient receptor potential channel 4 (Mus musculus), Q9QUQ5;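 active means B-score of calcium response area above 5 SD of library B-scores, with initial fluorescence ratio within 5 SD of library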;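 further: B-score of integrated fluorescence ratio over time as area under calcium response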
TRPC6 activator: mouse TRPC6 channel activators, primary screen, cell-based, HEK293, membrane potential dye. B-score at 10 µM. hit rate 0.13% among 310,000. HEK293-TRPC6 membrane potential dye fluorescence; hits give high values. Short transient receptor potential channel 6 (Mus musculus), Q61143. AID 2550, 2010;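 active means B-score of the integrated fluorescence ratio above library mean plus 3 SD, and starting fluorescence ratio within library mean plus 5 SD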;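 further: higher score means more depolarization so channel activation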
TRPC4 block: inhibitors of mouse TRPC4 channel, primary screen, Fluo4 calcium, HEK293 TRPC4beta/mu-opioid cells. AID 2247, 2010. hit rate 0.39% among 300,000. B-score at 10 µM. Short transient receptor potential channel 4 (Mus musculus), Q9QUQ5. DAMGO-evoked Fluo4 calcium flux; hits give low values;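 active means B-score over 3 SD under the library average, no early fluorescence shift, positive overall ratio signal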
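Assay system: HEK293 cells with stable TRPC4beta plus mu-opioid receptor expression; Probe or stimulus: DAMGO in two steps, submaximal then maximal; Dosing: single-point compound dosing; Measured by: Fluo4 calcium-dye fluorescence, kinetic read; Read-out basis: B score from integrated Fluo4 fluorescence ratio.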
TMEM16A act: TMEM16A chloride channel activators or potentiators, primary screen, cell-based, HTS. Anoctamin-1 (Mus musculus), Q8BHY3. HEK293 TMEM16A/YFP-H148Q/I152L, iodide quench fluorescence; hits give low values. B-score at 10 µM. hit rate 0.3% among 340,000. AID 623877, 2012;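 active means fluorescence-ratio B-score plate-corrected deviation score at least 3 library SD below zero, with starting fluorescence score within 5 deviations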;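 further: channel opened by trigger with iodide after compound preincubation; score built on the fluorescence ratio of max minus min over baseline; more negative score means more quench and so TMEM16A activation or potentiation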
TRPC6 inh: mouse TRPC6 channel inhibitors, primary screen, cell-based, HEK293, membrane potential dye. Short transient receptor potential channel 6 (Mus musculus), Q61143. ACh-evoked depolarization; hits give low values. B-score at 10 µM. hit rate 1.1% among 310,000;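 active means B-score under library mean minus 3 SD, initial fluorescence not abnormally high, positive integrated signal ratio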;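 further: B-score derived from integrated fluorescence ratio over the kinetic read; more negative B-score means stronger inhibition of depolarization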
MrgX1 antagonist: antagonists of human MrgX1 receptor, primary screen, HEK293 cells, Fluo-4 calcium flux. hit rate 1.3% among 310,000. BAM8-22 antagonism; hits give low values. AID 588676, 2011. B-score at 10 µM. Mas-related G-protein coupled receptor member X1 (Homo sapiens), Q96LB2;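 active means calcium-response B-score plate-corrected more than 3 library SD below zero, starting fluorescence within 5 deviations, no agonist response on first addition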;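 further: peak minus trough fluorescence over baseline after final BAM8-22 challenge near maximal dose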
MrgX1 ag: agonists of human MrgX1 receptor, primary screen, HEK293 cells, Fluo-4 calcium flux. Fluo-4 calcium fluorescence, agonist mode; hits give high values. AID 588627, 2011. Mas-related G-protein coupled receptor member X1 (Homo sapiens), Q96LB2. hit rate 0.44% among 310,000. B-score at 10 µM;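 active means calcium response B-score plate-corrected fluorescence ratio at least 3 library SD, with starting fluorescence B-score inside 5 SD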
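times = overnight plating, then 30 min 37 °C plus 30 min room-temperature dye loading | assay system = stable human MrgX1 HEK293 cell line | input = fifteen thousand cells per well | signal = kinetic calcium dye fluorescence, Fluo-4 NW | dosing = compound delivered in addition one of three | read-out = B-scored fluorescence response ratio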
MrgX1 allo act: positive allosteric modulators of MrgX1, primary screen, HEK293 cells, Fluo-4 calcium flux. Mas-related G-protein coupled receptor member X1 (Homo sapiens), Q96LB2. FDSS; hits give high values. B-score at 10 µM. hit rate 0.63% among 310,000. AID 588675, 2011;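 active means plate-corrected calcium response at least 3 library SD above typical, normal starting fluorescence, not activating the receptor alone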;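 further: compound read alongside a low EC10 to EC30 dose of BAM8-22 agonist; peak minus trough fluorescence over baseline measured at the second addition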
SKKanGAS inh: S. pyogenes SKKanGAS growth inhibitors in kanamycin, primary screen, streptokinase expression inhibitor project, SKKanGAS strain, BacTiter-Glo luminescence | 6 h | inhibition, % at 7.5 µM | hit rate 1.3% among 300,000;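 active means mean replicate score, as percent of positive control median, at least 50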;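 further: strain carries kanamycin resistance gene driven by streptokinase promoter and grows in 40 µg/ml kanamycin; loss of luminescence reflects streptokinase promoter inhibition or plain growth inhibition; 0% = median of DMSO wells and 100% = positive control at its reference dose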
TRPC4 act: activators of mouse TRPC4 channel, primary screen, Fluo4 calcium, HEK293 TRPC4beta/mu-opioid cells; Short transient receptor potential channel 4 (Mus musculus), Q9QUQ5; Fluo4 calcium fluorescence; hits give high values; hit rate 0.49% among 310,000; B-score at 10 µM; AID 2237, 2010;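 active means B-score above 5 SD of library B-scores, and initial fluorescence ratio not above library mean plus 5 SD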;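 further: positive B-score marks a calcium rise read as TRPC4 activation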
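Test system: HEK293 cells stably co-expressing mouse TRPC4beta and mu-opioid receptor | Schedule: Fluo4 dye loading 45 min at room temperature, 110 s recording | Measured by: Kinetic Fluo4 calcium fluorescence, 5 s baseline at 1 Hz | Evaluation: B score of integrated ratio | Controls: Buffer (low) and maximal DAMGO (high)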
* = called active by the depositor; i = inactive; . = not tested or not shown.

SMILES | TMEM16A inh | TRPC4 potent | TRPC6 activator | TRPC4 block | TMEM16A act | TRPC6 inh | MrgX1 antagonist | MrgX1 ag | MrgX1 allo act | SKKanGAS inh | TRPC4 act
CC1=C(C(=O)Nc2ccccc2)C(c2ccco2)C(C#N)=C(SCc2ccccc2)N1 (centres undefined) | i | i | i | i | . | i | i | i | i | 7 | i
COc1ccc2nc(N3CCOCC3)cc(C)c2c1 | i | i | i | i | i | i | i | i | i | -3 | i
Cc1cc(C(=O)N2CCCC(N3CCN(c4cccc(C(F)(F)F)c4)CC3)C2)n[nH]1 (centres undefined) | i | i | i | i | i | i | i | i | i | -2 | i
CS(=O)(=O)N1CCC(C(=O)N2CCN(c3cccc(Cl)c3)CC2)CC1 | i | i | i | i | i | i | i | i | i | -3 | i
CC(C)Oc1ccc(C(=O)Nc2ncn[nH]2)cc1 | i | i | i | i | i | i | i | i | i | -3 | i
C/C=C/c1ccc(OCC(O)CNCCc2ccc(OC)cc2)c(OC)c1 (centres undefined) | i | i | i | i | i | i | i | i | i | 3 | i
O=C(Oc1ccccc1Cl)C1CCN(C(=O)c2ccc(F)cc2)CC1 | i | i | i | i | i | i | i | i | i | -11 | i
N#CC1=C(N)NC(SCc2ccc(Br)cc2)=C(C#N)C12CCCCC2 | 100* | i | i | i | i | i | i | i | i | 29 | i
O=C(c1ccncc1)N1CCN(S(=O)(=O)c2ccc3ccccc3c2)CC1 | i | i | i | i | i | i | i | i | i | 4 | i
O=C(NCc1ccco1)c1ccccc1-c1nc(-c2ccc(F)cc2)no1 | i | i | i | i | i | i | i | i | i | -1 | i
COc1cc([C@@H]2CC=C(C(=O)O)[C@H](c3ccc(Cl)cc3)N2S(=O)(=O)c2ccc(C)cc2)cc(OC)c1OC | i | . | . | . | i | . | i | i | i | . | .
COc1cc2cc[n+](Cc3ccc([N+](=O)[O-])cc3)cc2cc1OC | i | i | i | i | i | i | i | i | i | -3 | i
O=C(CSc1ccc2c(c1)OCCO2)Nc1ccc(N2CCOCC2)cc1 | i | i | i | i | i | i | i | i | i | -5 | i
O=C(Nc1cccnc1)c1ccc([N+](=O)[O-])o1 | i | i | i | i | i | i | i | i | i | 26 | i
Cc1cc(C)cc(OCC(=O)Nc2ccccc2N2CCCCC2)c1 | i | i | i | i | . | i | i | i | i | 9 | i
O=C(NCc1ccc(Cl)cc1)C(=O)NCC1OCCN1S(=O)(=O)c1cccs1 (centres undefined) | i | i | i | i | i | i | i | i | i | -3 | i
O=C(NC1CCS(=O)(=O)C1)/C(=C\c1ccccc1)NC(=O)c1ccccc1 (centres undefined) | i | i | i | i | i | i | i | i | i | -2 | i
COc1ccc(/C=N/Nc2nonc2N)cc1 | i | i | i | i | i | i | i | i | i | -18 | i
COc1cccc(C(=O)Nc2cnn(C(C)C)c2)c1 | i | i | i | i | i | i | i | i | i | -4 | i
CCOC(=O)C1=NN(c2ccccc2)C2(S1)SC(C(C)=O)=C(C)N2c1ccccc1 (centres undefined) | i | i | i | i | i | i | i | i | i | 11 | i
COc1cc(C(=O)Nc2c(C(=O)N3CCOCC3)oc3ccccc23)cc(OC)c1OC | i | i | i | i | i | i | i | i | i | 3 | i
COc1ccc2c(c1)CCC(C)N2C(=O)C(=O)c1c[nH]c2ccccc12 (centres undefined) | i | i | i | i | i | i | i | i | i | 4 | i
CCOC(=O)N/N=C(/C)c1ccc(N2C(=O)C3CCCCC3C2=O)cc1 (centres undefined) | i | i | i | i | i | i | i | i | i | 3 | i
Cc1cc(-c2nnc3n2CCCCC3)c(C)n1-c1ccccc1 | i | i | i | i | i | i | -4.7* | i | i | -4 | i

Retrieved one by one from above:
SMILES | TMEM16A inh | TRPC4 potent | TRPC6 activator | TRPC4 block | TMEM16A act | TRPC6 inh | MrgX1 antagonist | MrgX1 ag | MrgX1 allo act | SKKanGAS inh | TRPC4 act
C/C=C/c1ccc(OCC(O)CNCCc2ccc(OC)cc2)c(OC)c1 (centres undefined) | i | i | i | i | i | i | i | i | i | 3 | i
CS(=O)(=O)N1CCC(C(=O)N2CCN(c3cccc(Cl)c3)CC2)CC1 | i | i | i | i | i | i | i | i | i | -3 | i

Entries above marked active in MrgX1 antagonist:
Compound | TRPC4 potent | TRPC6 activator | TRPC4 block | TMEM16A act | MrgX1 antagonist | MrgX1 ag | TRPC4 act
Cc1cc(-c2nnc3n2CCCCC3)c(C)n1-c1ccccc1 | i | i | i | i | -4.7* | i | i

Limited to MrgX1 allo act, TMEM16A act and TRPC4 potent (five entries from above):
| structure | MrgX1 allo act | TMEM16A act | TRPC4 potent |
| --- | --- | --- | --- |
| O=C(CSc1ccc2c(c1)OCCO2)Nc1ccc(N2CCOCC2)cc1 | i | i | i |
| O=C(Nc1cccnc1)c1ccc([N+](=O)[O-])o1 | i | i | i |
| Cc1cc(C)cc(OCC(=O)Nc2ccccc2N2CCCCC2)c1 | i | . | i |
| O=C(NCc1ccc(Cl)cc1)C(=O)NCC1OCCN1S(=O)(=O)c1cccs1 (centres undefined) | i | i | i |
| O=C(NC1CCS(=O)(=O)C1)/C(=C\c1ccccc1)NC(=O)c1ccccc1 (centres undefined) | i | i | i |

Screens (PubChem)
